Assay outcomes as filed in PubChem.
Tb PGK inh = inhibitors of T. brucei phosphoglycerate kinase. Potency, µM (series often up to 57.5 µM), for the others: at the top dose activity change, negative = inhibition, hits mostly inhibitors. 380,000 tested, 0.043% active. P07378. AID 602233. PGK/GAPDH coupled, Kinase-Glo luminescence, 60 min; also: % is scaled to controls: 0 for no effect and ±100 for the full control effect; nearly all actives have a fitted effect of over 60% in size
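Recombinant glycosomal PGK reaction used 1,3-bisphosphoglycerate generated in-well by GAPDH (100nM final) in 100mM TEA pH 7.6, 5mM MgCl2, 0.01% Tween-20. After 60 minutes at room temperature, ATP was read by Kinase-Glo Plus luminescence end-point.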
GLS inh = blocks human kidney-isoform glutaminase activity; GLS enzymatic activity, qHTS titration; Potency, µM (doses to about 45.5 µM), inactives show at the highest dose activity change, negative = inhibition, actives largely listed as inhibitors; 410,000 tested, 0.21% active; AID 624170; also: % is scaled to controls: 0 for no effect and ±100 for the full control effect
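Coupled fluorescence readout: glutamate oxidase/HRP/Amplex Red detect glutamate formed by hKGA from L-glutamine (1 mM solution added). Buffer 45 mM KH2PO4 pH 8.2, 0.02% Tween-20; reads at t0 and 30 min RT.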
ALOX12 inh = inhibitors of human 12S-lipoxygenase ALOX12. P18054. purified 12hLO, xylenol orange hydroperoxide absorbance. Potency, µM (titrated, usually from 108 µM), for the others: top-dose activity change, negative = inhibition, actives largely listed as inhibitors. 580,000 tested, 1.1% active; also: % is scaled to controls: 0 for no effect and ±100 for the full control effect
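Purified human 12hLO (150 nM final) in 25 mM Hepes, 0.01% Triton X-100, pH 7.0 was preincubated 15 min at room temperature with compound. Then 40 uM arachidonic acid was added, 30 min. Hydroperoxide was read by Fe-XO absorbance ratio 573/405 nm.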
rTrxR1 inhibitor = blocks rat thioredoxin reductase 1; O89049; AID 588453; Potency, µM (doses to about 114 µM), for inactives: at the highest dose activity change, negative = inhibition, usual class: inhibitors; 390,000 tested, 1% active; recombinant rTrxR1, NADPH fluorescence consumption, selenite substrate; also: % is scaled to controls: 0 for no effect and ±100 for the full control effect; nearly all actives have a fitted effect of over 65% in size
Target sequence (O89049 whole entry, looked up): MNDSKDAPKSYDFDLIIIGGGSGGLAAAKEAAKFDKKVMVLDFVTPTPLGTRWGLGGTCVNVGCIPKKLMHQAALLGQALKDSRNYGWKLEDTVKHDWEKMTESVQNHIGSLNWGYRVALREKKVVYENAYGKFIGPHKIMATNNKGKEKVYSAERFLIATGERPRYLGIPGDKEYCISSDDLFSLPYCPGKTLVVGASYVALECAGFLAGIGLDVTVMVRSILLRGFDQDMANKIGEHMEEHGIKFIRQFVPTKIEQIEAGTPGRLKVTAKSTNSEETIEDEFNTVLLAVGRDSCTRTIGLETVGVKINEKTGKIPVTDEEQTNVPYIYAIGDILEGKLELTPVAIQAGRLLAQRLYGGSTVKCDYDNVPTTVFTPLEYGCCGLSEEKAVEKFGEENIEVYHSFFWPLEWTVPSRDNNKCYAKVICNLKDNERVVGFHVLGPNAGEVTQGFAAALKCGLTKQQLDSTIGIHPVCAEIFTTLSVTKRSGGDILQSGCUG
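Rat TrxR1 (90 nM in the dispensed reagent) was pre-reduced with 400 uM NADPH for 5 min at room temperature, then incubated with compound for 15 min. After 400 uM selenite was added, NADPH fluorescence (Ex 340/Em 450 nm) was followed for 8 min.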
HP1b binding inh = HP1-beta chromodomain-methylated histone interaction inhibition | P83916 | AlphaScreen HP1-beta / biotin-H3K9me3 peptide binding | Potency, µM (titrated, usually from 114 µM), for the others: at the top dose activity change, negative = inhibition, usual class: inhibitors | 390,000 tested, 0.56% active | AID 540317; also: nearly all actives have a fitted effect of over 70% in size; inactives centre near 23
Target sequence (P83916 whole entry, looked up): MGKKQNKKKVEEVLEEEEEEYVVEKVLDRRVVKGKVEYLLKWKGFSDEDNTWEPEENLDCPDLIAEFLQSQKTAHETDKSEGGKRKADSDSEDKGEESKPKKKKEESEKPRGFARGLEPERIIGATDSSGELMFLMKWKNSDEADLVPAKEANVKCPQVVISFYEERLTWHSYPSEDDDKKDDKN
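HP1-beta protein (50 nM final) preincubated 30 min at room temperature with biotinylated H3(1-18)K9me3 peptide (50 nM) in PBS pH 7.4, 0.01% Tween-20, then compound added for 30 min. AlphaScreen streptavidin donor/nickel chelate acceptor beads (10 ug/mL final), 30 min dark, luminescence read.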
RGS4 inh = human RGS4 inhibition; 390,000 tested, 0.039% active; Transcreener GDP fluorescence polarization, RGS4-accelerated GTP hydrolysis; P49798; Potency, µM (doses to about 114 µM), without a hit: top-dose activity change, negative = inhibition, usual class: inhibitors; AID 504845; also: % is scaled to controls: 0 for no effect and ±100 for the full control effect; nearly all actives have a fitted effect of over 75% in size; some results filed as inactive show a strong effect at the top dose
Target sequence (P49798 whole entry, looked up): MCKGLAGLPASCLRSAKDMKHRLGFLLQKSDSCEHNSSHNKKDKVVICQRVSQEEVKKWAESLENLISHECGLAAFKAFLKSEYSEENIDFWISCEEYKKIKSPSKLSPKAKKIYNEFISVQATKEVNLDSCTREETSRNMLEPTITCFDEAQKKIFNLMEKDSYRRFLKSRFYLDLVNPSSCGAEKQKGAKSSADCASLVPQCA
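MLSMR compounds (23 nl, pin-transferred) preincubated 10 min at room temperature with a 500nM (2x) first reagent, then RGS4 at 900nM (2x) plus Transcreener GDP mix added; fluorescence polarization (620/688 nm) read before and after 90 min at 30 °C.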
Pin1 inhibitor = inhibitors of human Pin1; Pin1 FP peptide displacement, HiFluor488, 10 min; Potency, µM (highest dose often 115 µM), for inactives: at the top dose activity, negative = inhibition, usual class: inhibitors; Q13526; 390,000 tested, 0.009% active; AID 504891; active = well fitted inhibition curve with a large enough effect in the polarisation, with a control signal flat, not every such curve was filed as active; inconclusive = small, poorly fitted or top-dose-only effect, or effect the other way, or a change in a side signal; inactive = no such curve, though single readings can be large or run the other way; the % refers to the polarisation; also: % is scaled to controls: 0 for no effect and ±100 for the full control effect
Target sequence (Q13526 whole entry, looked up): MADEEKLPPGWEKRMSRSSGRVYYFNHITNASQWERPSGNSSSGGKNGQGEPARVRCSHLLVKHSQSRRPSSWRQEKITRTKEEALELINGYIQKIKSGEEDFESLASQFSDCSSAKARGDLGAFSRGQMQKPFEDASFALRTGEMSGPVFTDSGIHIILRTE
JMJD2A Tudor inh = JMJD2A Tudor domain (human) inhibition. AlphaScreen JMJD2A-Tudor / H3K4me3 peptide binding. Potency, µM (doses to about 114 µM), for inactives: at the highest dose activity change, negative = inhibition, usual class: inhibitors. 390,000 tested, 4.4% active. AID 504339; also: % is scaled to controls: 0 for no effect and ±100 for the full control effect; nearly all actives have a fitted effect of over 50% in size
ERG Ets-DNA blk = inhibitors of human ERG Ets domain-DNA interaction; P11308; 370,000 tested, 0.028% active; Potency, µM (titrated, usually from 76.9 µM), for the others: at the highest dose FP activity, negative = inhibition, hits mostly inhibitors; fluorescence polarization, His-ERG Ets domain / labelled DNA; active = well fitted inhibition curve with a large enough effect in the polarisation, with a control signal flat; inconclusive = small, poorly fitted or top-dose-only effect, or effect the other way, or a change in a side signal; inactive = no such curve, though single readings can be large or run the other way; the % refers to the polarisation;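 also: polarization taken with two DNA probes labelled with fluorescein and Texas red; % of control where 0% means no effect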
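His-tagged ERG Ets domain (1 uM in the protein solution; 300mM KCl, 50mM Tris-HCl, 1mM EDTA, 1mM DTT, pH 7.5) received compound, then a probe mix of 5 nM fluorescein-DNA and 100nM Texas-615-DNA. Fluorescence polarization was read for both dyes.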
* marks the source's active call; other numbers are inactive results; i = inactive; ? = inconclusive; . = no result given; [ ] = dose if it differs, or a comment. Unless noted, calls follow the shape of the dose curve; as a rule, active = well fitted curve in the direction sought with a large enough effect; inconclusive = small, poorly fitted or top-dose-only effect, or another doubt; inactive = no such curve, though single readings can be large; an effect the other way counts as inactive or inconclusive. Potency is read from the fitted curve at half-maximal effect. The list is partial. The share of hits here may be higher or lower than overall.

| Tb PGK inh | GLS inh | ALOX12 inh | rTrxR1 inhibitor | HP1b binding inh | RGS4 inh | smiles | Pin1 inhibitor | JMJD2A Tudor inh | ERG Ets-DNA blk |
| --- | --- | --- | --- | --- | --- | --- | --- | --- | --- |
| 1.8% | -0.2% | 2.1% | 25.0% | 27.9% | 41.9% | CN1CCN(c2ccc(S(=O)(=O)N3CCOCC3)cc2NC(=O)CC(C)(C)C)CC1 | -11.7% | -4.4% | 9.6% |
| 6.1% | 38.4%[activator] | ? | 18.4%[11.4 µM] | ? | -1.7% | C=CCOc1c(Br)cc(CNn2c(C)n[nH]c2=S)cc1OC | -1.9% | 89.1µM* | -2.9% |
| -5.0% | 4.0% | ? | -5.4%[57.1 µM] | 27.9% | 1.0% | Cc1cccc(N2C(=O)N(Cc3cc(=O)n4ccccc4n3)c3ccccc3S2(=O)=O)c1 | -2.5% | -20.3% | 2.3% |
| i | 0.0% | 0.8% | -9.1%[57.1 µM] | 10.6% | 7.4% | O=C(COC(=O)CNC(=O)c1ccco1)NCc1ccc(F)cc1 | 0.6% | -9.1% | -1.6% |
| -4.1% | 4.2% | -14.3% | 18.6% | ? | 14.5% | Cc1cc(O)c(C(=O)c2cnc3c(c2)COc2ccccc2-3)cc1Cl | 11.1% | ? | 0.4% |
| 1.2% | -0.7% | -10.8% | 14.4% | 19.1% | 4.5% | COc1ccc(NC(=O)CN(c2ccccc2)S(=O)(=O)N(C)C)cc1Cl | 0.3% | -6.3% | 12.6% |
| i | 5.9% | 174.0%[activator] | 12.3% | 6.1% | 9.5% | Cn1c(N)c(C(=O)COC(=O)c2cc(S(=O)(=O)NCc3ccccc3)ccc2O)c(=O)n(C)c1=O | 1.4% | -24.8% | -13.2% |
| 8.8% | 9.7% | 2.9% | 1.7%[57.1 µM] | 11.3% | 5.6% | CCN(CC)/C(N)=N/c1nc(C)cc(C)n1 | 0.6% | -6.1% | 4.5% |
| -10.6% | -1.5% | 0.0% | -4.0% | 53.4%[activator] | 6.2% | Cc1ccc2c(c1)N(S(=O)(=O)c1ccc(F)cc1)C(C(C)(C)C)CO2 (centres undefined) | -4.3% | 32.4% | 2.3% |
| 7.2% | 1.0% | -6.8% | 3.3% | 39.0%[activator] | 3.0% | CCC(C)Sc1ccc([C@H]2N[C@@](Cc3ccccc3)(C(=O)OC)[C@H]3C(=O)N(CC)C(=O)[C@@H]23)cc1OC (some centres undefined) | 7.6% | -26.4% | 1.8% |
| -6.6% | -2.1% | -5.1% | 8.4% | -2.1% | 12.0% | COc1ccc2c(c1)c(CC(=O)Nc1cccc(S(N)(=O)=O)c1)c(C)n2C(=O)c1ccc(Cl)cc1 | 18.7% | -11.4% | -6.0% |
| i | -3.9% | 1.6% | 5.9% | 46.7%[activator] | 9.7% | C=CCC(NC(=O)Cc1ccccc1)C(=O)NCCC (centres undefined) | 0.6% | -7.9% | -3.4% |
| i | 18.8% | 100.4%[activator] | 11.9% | 5.6% | -51.1% | COc1ccc(/C=C/C(=O)NC(=S)NNC(=O)c2cc(OC)c(OC)c(OC)c2)cc1 | -6.2% | -27.2% | 4.0% |
| -10.1% | -2.0% | -2.7% | 28.2% | 6.6% | -4.1% | O=C(CN1C(=O)CCSc2ccc(S(=O)(=O)N3CCOCC3)cc21)Nc1ccccc1Cl | 19.6% | -31.6% | 7.8% |
| -6.6% | -7.6% | 0.0% | -15.4% | 34.6% | -6.2% | CCn1cc(CNC(=O)CCSc2nc(-c3ccco3)cc(C(F)(F)F)n2)cn1 | 1.1% | 0.7% | 3.7% |
| -0.8% | -23.1% | 0.0% | 11.9% | 15.8% | -5.3% | Cc1cc(NC(=O)CSc2nc3c(sc4ccccc43)c(=O)n2CCc2ccccc2)n[nH]1 | 21.7% | -14.2% | -2.3% |
| -5.3% | 0.4% | 0.0% | 29.2% | 16.5% | 5.8% | CCN(CC)S(=O)(=O)c1ccc(OC)c(NS(=O)(=O)Cc2ccccc2)c1 | 1.9% | -12.9% | -0.1% |
| -4.2% | -0.3% | 2.6% | 21.6% | 15.8% | 24.0% | CSCCC(NS(=O)(=O)c1ccc2c(c1)oc(=O)n2C)C(=O)NCc1ccc(C)cc1 (centres undefined) | 11.2% | -4.4% | -2.1% |
| 6.4% | 2.3% | -1.5% | -2.2%[57.1 µM] | 69.5%[activator] | ? | CCSc1nc(-c2cccs2)nc2ccccc12 | 5.1% | ? | -1.6% |
| -0.6% | 18.9% | 12.9% | 16.2% | 33.4% | 6.5% | C[C@@H](NC(=O)c1nc[nH]c1C(=O)N1CCN(c2ccccc2)CC1)c1ccccc1 | -11.7% | -33.8% | -1.2% |
| 1.3% | -17.2% | 2.4% | 16.8% | 27.6% | 7.7%[56.9 µM] | CN(Cc1c(C(=O)N2CCc3ccccc3C2)nc2ccc(Cl)cn12)C(C1CC1)C1CC1 | 2.2% | -23.2% | -9.0% |
| 4.7% | -4.9% | 0.0% | 7.7%[57.1 µM] | 48.6%[activator] | -15.0% | NS(=O)(=O)c1ccc(CNC(=O)CSc2nc3ccc(Cl)cc3[nH]2)cc1 | -5.1% | -7.5% | -11.0% |
| -6.7% | 27.2% | ? | 5.9% | -10.1% | ? | COc1ccc(C(=O)NC(=S)Nc2ccc(CN3CCOCC3)cc2)cc1Br | 27.6% | ? | 9.1% |
| -1.5% | -0.7% | . | 6.9% | 27.6% | -14.0% | CC(C)n1ncc2c(C(=O)NCC(=O)Nc3ccccc3Br)cc(C3CC3)nc21 | 6.3% | -32.4% | -4.9% |
| -2.5% | -4.4% | -38.9% | 6.8% | 23.2% | 4.1% | COCCNC(=O)c1cccc(OC2CCN(C(C)COc3ccccc3)CC2)c1 (centres undefined) | -8.0% | 0.3% | -8.7% |
| i | -4.5% | -13.8% | 24.7% | 19.4% | 0.2% | O=C(Nc1ccc(F)cc1)c1cccc(N2C(=O)C3C4C=CC(C5CC45)C3C2=O)c1 (centres undefined) | -8.6% | -12.3% | 3.7% |
| -4.7% | 17.1% | 302.9%[activator] | 1.7% | 12.6% | -17.0% | COCC(C)n1c(C)cc(C(=O)CN2c3cccc4cccc(c34)S2(=O)=O)c1C (centres undefined) | 16.6% | -16.9% | -2.4% |
| -0.4% | -0.1% | 61.1%[activator] | 5.8%[57.1 µM] | 17.4% | 0.3% | COCCCNc1nc(N)c([N+](=O)[O-])c(Nc2ccccc2OC)n1 | 3.8% | -18.9% | 9.9% |
| -3.9% | 0.5% | 8.9% | 12.6% | 6.8% | 2.9% | CCOc1ccc(NC(=O)CN(c2ccc(OC)c(OC)c2)S(=O)(=O)c2ccc(C)cc2)cc1 | -2.0% | -12.6% | -1.6% |
| -0.3% | 0.2% | -24.1% | -12.0% | ? | -10.5% | O=C(CN1CCN(c2ccccc2Cl)CC1)NC1CCCc2ccccc21 (centres undefined) | -5.8% | 1µM* | -3.4% |
| -8.1% | -0.6% | 7.5% | 11.2% | 31.9% | -9.4% | O=C(Nc1cccc(C(=O)Nc2ccc(Br)cc2)c1)c1ccccc1 | 4.3% | 6.1% | -1.8% |
| -3.8% | 10.7% | -6.1% | 0.3%[57.1 µM] | 22.5% | -5.0% | C=CCn1c(SCC(=O)Nc2ccc3c(c2)CCC3)nnc1-c1cccs1 | -1.0% | -23.2% | 1.8% |
| -1.8% | 12.1% | -35.1% | 16.2%[57.1 µM] | -3.5% | -18.4%[56.9 µM] | CCn1cc(C(=O)N2CCCC(N3CCN(c4ccccc4C)CC3)C2)cn1 (centres undefined) | -2.5% | -21.9% | 2.7% |
| i | -13.1% | 6.7% | 15.3% | 47.8%[activator] | -25.4% | O=C(COC(=O)Cc1ccccc1F)NNC(=O)c1ccc(Cl)cc1 | -0.4% | -1.4% | -7.6% |
| -2.7% | 6.5% | -0.3% | 18.0% | 52.0%[activator] | 4.4%[56.9 µM] | CC(=O)NC1=NN(C(C)=O)C(c2cccs2)S1 (centres undefined) | -7.1% | 1.5%[57.1 µM] | -4.4% |
| -2.5% | 4.4% | ? | -4.8% | 22.0% | 0.1% | COc1ccc(Cl)cc1C(=O)OCC(=O)N(CC(C)C)c1c(N)n(Cc2ccccc2)c(=O)[nH]c1=O | 7.2% | -4.3% | . |
| 1.7% | 12.2% | 0.0% | 7.1% | 26.1% | 3.8% | COc1ccccc1N1CCN(CCCn2c(=S)[nH]c3ccccc3c2=O)CC1 | -2.7% | -35.6% | -6.7% |
| 4.9% | 17.9% | 5.4% | 11.7% | -7.1% | 17.4% | CCc1ccc2c(c1)[C@H]1OCC[C@H]1[C@@H](c1cccs1)N2 | -6.9% | -27.9% | 2.8% |
| i | -1.7% | 2.8% | 5.7%[57.1 µM] | 9.7% | 15.5% | C=CCNC(=O)/C(C#N)=C/c1c(N2CCN(c3ccccc3)CC2)nc2c(C)cccn2c1=O | -2.6% | -11.5% | 4.4% |
| -0.2% | 1.7% | ? | 14.2%[57.1 µM] | 97.7%[activator] | -27.9% | COc1cc2cc(CCCOC(=O)c3ccc(C(F)(F)F)cc3)oc(=O)c2cc1OC | 1.2% | 3.4% | -11.4% |
| . | -2.3% | -9.1% | 11.6% | 26.6% | 34.6% | Cc1ccc(-c2noc(-c3nnn(CC(=O)Nc4cc(C)cc(C)c4)c3N)n2)cc1 | 1.9% | -2.1% | -3.0% |
